Screening results: PubChem BioAssay, several laboratories
D1 allo mod = D1 dopamine receptor (human) allosteric modulation | B-score at 10 µM | 5.9% of 58,000 active | AID 641 | HEK293 D1, CRE-luciferase, dopamine EC30 potentiation; actives deviate in either direction;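 active means luminescence count or its row- and column-corrected plate score outside the 99.7% band of the plate's sample wells, on either side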
TNAP act DEA = human TNAP activation, intermediate phosphate acceptor | P05186 | purified TNAP, CDP-star luminescence, 100 mM DEA, 30 min; hits give high values; scale: 0 levamisole-inhibited, 1 vehicle-only enzyme | activation factor at 20 µM | 64,000 tested, under 10 active | AID 813;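 active means activation factor of at least 2 at 20 µM, relative to controls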
S1P3 agonist = agonists of human S1P3 receptor. Q99500. 0.1% of 60,000 active. S1P3 NFAT-BLA reporter cells, agonism, FRET ratio; relative to 1 µM S1P, basal subtracted. activation, % at 4.5 µM;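 active means activation above the screen-wide mean plus 3 SD, cut at about 4.5% in these data, passing the limit was not always enough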; further: some compounds called inactive have numbers as strong as hits
Target sequence (Q99500 whole entry, looked up): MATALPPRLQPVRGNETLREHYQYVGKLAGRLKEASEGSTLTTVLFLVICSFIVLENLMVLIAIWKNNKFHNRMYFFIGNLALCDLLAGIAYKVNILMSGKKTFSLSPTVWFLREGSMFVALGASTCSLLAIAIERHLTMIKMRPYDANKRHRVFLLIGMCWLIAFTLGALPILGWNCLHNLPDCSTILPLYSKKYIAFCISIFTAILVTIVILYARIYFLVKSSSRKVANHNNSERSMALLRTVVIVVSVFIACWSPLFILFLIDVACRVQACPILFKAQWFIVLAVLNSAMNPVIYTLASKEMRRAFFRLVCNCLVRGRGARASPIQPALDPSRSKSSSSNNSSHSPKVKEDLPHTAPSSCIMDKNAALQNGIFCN
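Measure – % activation relative to 1 µM S1P (100%), per plate · System – stable CHO line with human S1P3, Gα16, NFAT-BLA reporter · Timing – cells plated overnight, compound 4 h 37 °C, substrate 2 h RT · Technique – fluorescent BLA substrate, ex 405 nm, em 460/535 nm ratio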
M1 ag = activates the M1 muscarinic receptor | CHO-M1 cells, Fluo-4 calcium fluorescence, agonist mode; hits give high values | B-score at 10 µM | 3% of 64,000 active;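 active means fluorescence rise, raw or as B-score row- and column-corrected plate score, outside the 99.7% band of its plate's samples, either direction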
S1P1 ag pot = S1P1 (human) agonism or agonism potentiation. P21453. S1P1 CRE-bla cells, forskolin, beta-lactamase FRET, potentiator mode; S1P1 agonist co-added at EC20, 2 nM; 100% = saturating reference agonist, 0% = basal. activation, % at 9.5 µM. 0.57% of 56,000 active. AID 449;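 active means activation above a cutoff set at the mean activation of all tested compounds plus 3 SD, cut at about 54% in these data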;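 further: forskolin at 4 µM as EC80 and the EC20 agonist is SEW2871; 100% = SEW2871 at its EC100 plus forskolin at EC80; some compounds past the cut are filed as inactive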
Target sequence (P21453 whole entry, looked up): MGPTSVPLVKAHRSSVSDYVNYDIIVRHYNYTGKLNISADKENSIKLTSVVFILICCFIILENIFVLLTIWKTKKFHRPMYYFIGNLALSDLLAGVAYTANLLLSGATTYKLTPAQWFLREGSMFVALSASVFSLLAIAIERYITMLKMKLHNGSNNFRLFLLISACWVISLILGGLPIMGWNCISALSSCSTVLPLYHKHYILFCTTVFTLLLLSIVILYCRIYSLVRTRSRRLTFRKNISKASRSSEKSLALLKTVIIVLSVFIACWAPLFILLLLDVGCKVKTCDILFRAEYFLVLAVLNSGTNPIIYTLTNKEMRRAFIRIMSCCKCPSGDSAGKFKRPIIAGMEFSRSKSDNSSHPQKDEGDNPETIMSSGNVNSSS
Jurkat tox 60K = cytotoxicity toward Jurkat cells; inhibition, % at 4 µM; AID 463; 1.2% of 56,000 active; Jurkat E6.1 viability, ATP luminescence, 48 h;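 active means inhibition above the mean inhibition of all tested compounds plus 3 SD, cut at about 28% in these data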
HEK293 NFkB inh = inhibitors of the PMA/ionomycin-induced NF-kB reporter in HEK293 cells. 0.21% of 62,000 active. inhibition, % at 3 µM. HEK-293 NF-kB luciferase reporter, luminescence;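 active means inhibition above the mean of all tested compounds plus 3 SD, cut at about 40% in these data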;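 further: 0% = stimulated DMSO wells and 100% = 10 µM reference inhibitor 5653914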
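System: NF-kB luciferase reporter HEK-293 cells | Replication: Single test | Control set: DMSO vs reference inhibitor | Evaluation: % inhibition | Schedule: 1 h pretreatment, 16 h stimulation, 37 °C | Probe or stimulus: PMA with ionomycin | Compound dosing: One dose, 3 µM | Detection: Luciferase luminescence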
E coli RNAP = inhibitors of Escherichia coli RNA polymerase; P0A8V2; E. coli RNA polymerase, fluorescence transcription assay; inhibition, %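 (tested at 10 µM)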; 0.2% of 62,000 active; AID 559; in the data active means inhibition above about 20%;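 further: 0% = enzyme without compound and 100% = no enzyme blank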
M1 antagonist = antagonists of rat M1 muscarinic receptor. CHO-M1 cells, Fluo-4 calcium, ACh EC80 antagonist mode; hits give low values. AID 628. P08482. 3.4% of 64,000 active. B-score at 10 µM;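 active means calcium fluorescence response, raw or row-and-column corrected B-score, differing from the plate sample mean either way at a set confidence level, mostly lower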
An asterisk follows results filed as active; nt = not tested or not shown.

SMILES	D1 allo mod	TNAP act DEA	S1P3 agonist	M1 ag	S1P1 ag pot	Jurkat tox 60K	HEK293 NFkB inh	E coli RNAP	M1 antagonist
O=C(c1ccco1)N1CCN(C(=O)c2cccc3c2C(=O)N(Cc2cccnc2)C3)CC1	-0.41	1	-0.9	0.52	2	-1	11	-2	0.28
CC(=O)NCCc1cc2ccc(C)cc2[nH]c1=O	-1.6	0.9	-0.1	-0.017	-8	0	1	17	-1.2
O=C(CCn1cnc2ccccc2c1=O)Nc1nc2c(s1)CCCC2	0.13	0.9	-0.6	-0.48	-4	-1	-2	4	0.16
COc1ccccc1N(CN1CCCC1=O)C(=O)COc1ccccc1	nt	0.9	-1.2	-0.69	-26	2	-14	3	-0.074
COc1ccc(C2C(C(C)=O)=C(O)C(=O)N2c2cccnc2)c(OC)c1 (configuration not stated)	-0.019	0.9	-0.5	0.29	-5	-2	3	2	-0.69
Cn1c(=O)c2c(nc(SCc3ccccn3)n2C)n(C)c1=O	-0.038	1	-1.9	0.044	9	7	22	2	0.011
C(=N\c1c(-c2ccccc2)nc2n1CCS2)/c1ccccc1	0.45	0.9	-0.8	0.65	nt	-2	11	0	1.5
Cc1onc(-c2c(F)cccc2Cl)c1C(=O)NCc1ccccn1	-4.2*	0.9	-1.8	-0.51	-24	-1	15	nt	0.52
C=CCn1c(N)c(C(=O)N2CCOCC2)sc1=S	0.27	0.9	-0.6	-0.081	-9	-5	16	5	-0.015
CCc1nnc(NC(=O)CSc2nccn2-c2ccccc2)s1	-0.53	0.9	-1.3	0.45	-13	7	4	4	-0.96
CN(C)c1cccc2c(S(=O)(=O)Nc3ccccn3)cccc12	0.057	1	-0.9	-0.053	-11	1	11	8	0.4
CC(=O)Nc1cc2c(cc1NC(=O)c1cnccn1)OCCO2	nt	1	nt	0.33	nt	nt	11	2	0.49
O=c1c(-c2ccccc2)coc2c(CN3CCOCC3)c(O)ccc12	nt	0.8	-0.4	-0.023	nt	4	14	-1	-0.69
Cc1ccc(S(=O)(=O)NCC(=O)NC2CCCC2)cc1	-1	0.9	-0.3	0.065	-3	-1	12	3	0.97
C1=CCC(/C=N/n2cnnc2)CC1 (configuration not stated)	0.36	1	0.1	-0.8	6	7	10	5	0.77
Cn1c2c(c(=O)n(C)c1=O)C(CC(=O)Nc1ccccc1)C(=O)N2 (configuration not stated)	0.052	0.9	-1.8	0.18	9	10	14	7	-0.0068
C=CCN1C(=O)CN=C1NCc1ccccc1	0.045	0.9	-1.5	-0.88	4	0	19	4	0.97
COc1ccc(OCC(=O)Nc2cccc(C(C)=O)c2)cc1	0.99	0.9	-0.8	-0.9	-11	-1	10	4	-0.59
O=C(NCC1CCCO1)c1ccc(Cl)c(F)c1F (configuration not stated)	-0.6	1	-0.8	-0.14	7	0	23	4	0.097
COC(=O)c1cccc(OC(N)=O)c1	-0.23	0.9	-0.4	0.0077	-1	-4	5	2	0.11
Cc1cc(NC(=O)NC(=O)c2ccc(F)cc2F)n[nH]1	-3.3*	0.9	0.5	0.1	-16	-1	-17	5	0.00086
COCCCn1c(=N)c(C(=O)NCc2ccc3c(c2)OCO3)cc2c(=O)n3cccc(C)c3nc21	-0.39	1	-1.4	0.61	-21	-2	18	0	-7.1*
CCc1ccc2[nH]c(=O)c(CN(CCN(C)C)C(=O)Nc3ccccc3OC)cc2c1	0.75	1	0.6	0.91	-3	1	5	2	0.7
O=C(Cn1ccsc1=NC(=O)c1ccco1)c1ccccc1	-0.41	1	2.5	0.16	-12	5	18	6	-0.23
O=S(=O)(Nc1cccc2ncccc12)c1cccs1	-0.0014	1.2	1.1	0.68	28	76*	11	1	-0.045
O=C(NCc1ccco1)c1cnn2c(C(F)(F)F)cc(-c3ccco3)nc12	4.4*	0.9	-1.6	0.046	9	nt	nt	3	0.029
O=C(NCCCN1CCOCC1)c1cc(-c2ccc(O)cc2)on1	0.26	0.8	-1.1	-0.066	-10	3	12	5	0.51
COC(=O)c1ccc(CSc2nnc(CNC(=O)COc3ccc(Cl)cc3)o2)o1	0.48	0.9	nt	1.1	nt	nt	6	-3	-1.8
Cc1cc(C)n2nc(SCC(=O)c3cc(C)n(-c4cc(C)on4)c3C)nc2n1	-0.047	1	-1.3	3.5	100	33*	17	-6	-1.2
CCOC(=O)c1sc2nc(N3CCCC3)c3c(c2c1N)CC(C)(C)OC3	13*	0.9	-0.1	-0.048	-20	-5	10	4	-0.013
O=C(c1ccccc1F)N1CCC(O)(c2cccnc2)CC1	nt	0.9	0.2	-0.00033	1	0	8	8	0.63
Cc1ccc2c(c1)NCC(C(=O)NC1CCC(C)CC1)O2 (configuration not stated)	0.4	0.9	0.4	-0.091	-9	-1	-1	0	0.91
CC(C)=CC(=O)NCCc1ccccc1	-2.3	1	0.6	-0.47	0	4	-24	10	-0.0021
COC(=O)C(Cc1ccccc1)NC(=O)CSc1nc(C)cc(=O)[nH]1 (configuration not stated)	0.066	1	-1.4	-0.026	-29	-5	0	9	-0.02
O=C(COC(=O)Cc1ccc(S(=O)(=O)N2CCCCC2)s1)Nc1ccc2c(c1)OCO2	nt	0.9	0.7	-1.7	2	6	2	-4	-0.17
Cc1ccc(-c2cnc(-c3ccncc3)o2)cc1	0.15	0.9	-1.2	0.54	-6	-3	-19	-21	0.077
O=S(=O)(Cc1ccccc1)N1CCCCCC1	-0.25	0.9	-1.0	-0.11	nt	-3	16	-2	0.14
CC1CCCN(S(=O)(=O)c2ccc(Br)s2)C1 (configuration not stated)	2	1.1	0.5	1.3	7	-2	28	0	-0.5
COc1ccc(CCn2c(=N)c(C(=O)N3CCN(C)CC3)cc3c(=O)n4ccccc4nc32)cc1	0.056	0.9	3.0	-0.56	-31	-5	1	7	-1
COc1ccc(NC(=O)N2CCCc3ccccc32)cc1	2.4	0.9	-0.5	0.1	-3	-4	13	10	0.11
COc1ccc(CNc2ccc3c(c2)nc(C)n3C)cc1	-0.43	0.9	-0.6	0.2	27	0	-4	5	-0.32
COC(=O)c1sc(N)c(C(=O)OC)c1COC(=O)c1c(C)noc1C	1.6	1	-1.3	0.77	38	94*	21	7	0.7
CC1Cc2ccccc2N1C(=O)CSc1nc2c(c(=O)n(C)c(=O)n2C)n1Cc1ccccc1 (configuration not stated)	-0.028	0.9	-0.4	1.3	16	-3	3	10	-0.46
CCSc1sccc1C1C(C#N)=C(N)N(c2cccnc2)C2=C1C(=O)CCC2 (configuration not stated)	0.057	0.9	0.0	-0.28	nt	0	-10	3	0.011
Cc1cc(C)n(-c2ccc(F)cc2)c(=O)c1C(=O)O	-0.084	1	0.1	1.1	2	-1	16	8	0.86
CC(Sc1nncn1C)C(=O)Nc1nnc(C(C)C)s1 (configuration not stated)	-0.49	1	-1.0	0.064	-14	-1	7	5	-0.61
Cc1ccc(S(=O)(=O)NC2=NCCC2)cc1	-0.69	0.9	-0.8	0.15	14	-1	15	3	0.87
Cn1nc(CC(=O)Nc2cccnc2N2CCOCC2)c2ccccc2c1=O	0.27	1	nt	-1.2	nt	nt	9	6	0.13
O=C(c1ccc2c3c(cccc13)CC2)N1CCN(c2ncccn2)CC1	-0.016	0.8	0.0	1.3	nt	2	7	-2	0.21
CCOC(=O)CC(=O)CSc1nc(N)c(C#N)c(-c2ccc(F)cc2)c1C#N	-0.85	0.9	-2.2	0.39	-21	nt	nt	5	0.67

Next part.
SMILES	D1 allo mod	TNAP act DEA	S1P3 agonist	M1 ag	S1P1 ag pot	Jurkat tox 60K	HEK293 NFkB inh	E coli RNAP	M1 antagonist
CCCC(=O)Nc1cccc(NC(=O)c2ccc3c(c2)OCCO3)c1	-2.2	0.8	-0.7	0.29	1	4	6	6	-0.042
Clc1ccc(Cn2ncc3c(NCc4ccco4)ncnc32)c(Cl)c1	-0.52	1	-1.8	1.2	50	82*	18	2	-0.094
COc1ccc2c(c1)C(=O)N(c1ccccc1OC)C(=O)C2	-0.11	0.9	0.0	-0.24	7	1	16	4	0.25
O=C(COC(=O)c1ccc(S(=O)(=O)N2CCCC2)cc1)NCc1ccccc1	0.2	0.9	1.6	-0.57	-54	-3	10	3	-0.49
O=C1Nc2ccc(S(=O)(=O)N3CCCC3C(=O)O)c3cccc1c23 (configuration not stated)	-0.8	1	-1.7	0.26	-12	-8	22	6	-0.069
COc1ccc(OC)c(-c2nc3c(C)n[nH]c(=O)c3[nH]2)c1	-0.93	0.9	-1.1	-0.28	26	0	24	8	-0.011
Cc1nn(-c2ccccc2)c2nc(N)c(C#N)c(-c3ccc(F)cc3)c12	-0.79	0.8	-1.1	nt	-25	12	1	nt	nt
COCCn1c(C)cc(C(=O)CSc2nc(C)cc(C)c2C#N)c1C	-0.41	0.9	-0.5	-1.9	14	3	10	12	-0.19
CCOC(=O)c1cc(C#N)c(NCc2ccccc2)nc1C	0.14	0.8	-0.8	-0.39	-2	8	21	0	0.19
COCCN(C(=O)CNC(=O)c1cccs1)C(C(=O)NC1CCCC1)c1cccs1 (configuration not stated)	-0.16	0.9	0.0	-0.39	-18	-10	15	4	-0.0099

In the list so far, 7 contain a thiophene ring, fused or not:
SMILES	D1 allo mod	TNAP act DEA	S1P3 agonist	M1 ag	S1P1 ag pot	Jurkat tox 60K	HEK293 NFkB inh	E coli RNAP	M1 antagonist
O=S(=O)(Nc1cccc2ncccc12)c1cccs1	-0.0014	1.2	1.1	0.68	28	76*	11	1	-0.045
CCOC(=O)c1sc2nc(N3CCCC3)c3c(c2c1N)CC(C)(C)OC3	13*	0.9	-0.1	-0.048	-20	-5	10	4	-0.013
O=C(COC(=O)Cc1ccc(S(=O)(=O)N2CCCCC2)s1)Nc1ccc2c(c1)OCO2	nt	0.9	0.7	-1.7	2	6	2	-4	-0.17
CC1CCCN(S(=O)(=O)c2ccc(Br)s2)C1 (configuration not stated)	2	1.1	0.5	1.3	7	-2	28	0	-0.5
COC(=O)c1sc(N)c(C(=O)OC)c1COC(=O)c1c(C)noc1C	1.6	1	-1.3	0.77	38	94*	21	7	0.7
CCSc1sccc1C1C(C#N)=C(N)N(c2cccnc2)C2=C1C(=O)CCC2 (configuration not stated)	0.057	0.9	0.0	-0.28	nt	0	-10	3	0.011
COCCN(C(=O)CNC(=O)c1cccs1)C(C(=O)NC1CCCC1)c1cccs1 (configuration not stated)	-0.16	0.9	0.0	-0.39	-18	-10	15	4	-0.0099

Following part:
SMILES	D1 allo mod	TNAP act DEA	S1P3 agonist	M1 ag	S1P1 ag pot	Jurkat tox 60K	HEK293 NFkB inh	E coli RNAP	M1 antagonist
CCOc1ncccc1C(=O)Nc1ccc2c(C)cc(=O)oc2c1	-0.24	0.9	-0.7	13*	-8	7	12	5	0.44
COC(=O)c1cccc(NC(=O)CSc2nnc(COc3cccc(C)c3)n2C)c1	0.95	1	-1.1	-1.5	6	6	20	8	1.1
O=C(C1CC1)N1CCN=C1SCc1ccccc1	1.1	1	-0.5	1.3	14	1	3	8	-0.0079
C=CCn1sc(=N)c(C#N)c1N	nt	0.9	-0.3	-0.16	4	-4	5	2	-0.085
CCCOCC(O)COc1ccccc1C(=O)N1CCOCC1 (configuration not stated)	-0.13	1	-1.4	0.22	-9	1	14	3	0.0017
CCOC(=O)c1sc(=S)n(-c2cc(F)ccc2F)c1N	0.96	0.9	nt	-0.45	nt	nt	8	5	-2.3
CC1(c2ccccn2)Nc2ccccc2-c2nc3ccccc3n21 (configuration not stated)	-0.24	0.9	0.7	0.55	-8	2	-3	-10	1.5
COc1ccccc1CNc1nc2ccccc2n1CCN1CCCCC1	-2.7	0.9	-1.5	-1.4	6	11	11	nt	-0.93
O=C(CN1C(=O)NC(Cc2ccccc2)C1=O)Nc1ccccc1 (configuration not stated)	-0.052	0.9	nt	0.00017	nt	nt	21	5	0.24
